Pf apPOL inh = Pf-apPOL DNA polymerase inhibition. Recombinant Pf-apPOL, molecular beacon fluorescence, 1.5 h. 210,000 compounds, 0.25% hits. inhibition, % at 10 µM. AID 1794808
mHTT CaM bind = inhibitors of human mutant huntingtin-calmodulin interaction. inhibition, % at 15 µM. P42858. AID 1671202. AlphaScreen His-mHTT/GST-CaM binding, luminescence. 190,000 compounds, 3.6% hits;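 note: 0% = both proteins with DMSO and 100% = one protein alone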
Active calls of the source: *; i = inactive; nt = no result given; & = joins results of further samples. Cut-off read from the data, not from the text of the source: active = inhibition above about 50%; inactive = the rest.

Results follow in this order: Pf apPOL inh	mHTT CaM bind
CCN(CC)S(=O)(=O)c1cc(C(=O)Nc2ccccc2)c(Cl)cc1Cl
 : -5	-5
Cc1ccc(S(=O)(=O)NCCCO)cc1
 : -2	2
CCOC(=O)N1CCC(NC(=O)CN2C(=O)NC3(CCCCC3)C2=O)CC1
 : -5	-1
CC(C)(C)C(=O)Nc1c[nH]c(=O)[nH]c1=O
 : nt	-3
CC(C)n1cc2cc(C(=O)NCc3ccc(N4CCOCC4)cc3)sc2c1
 : 4	33
O=C(Nc1cc(C(F)(F)F)ccc1N1CCc2ccccc2C1)c1sc2ccccc2c1Cl
 : 0	nt
Cc1onc(-c2ccccc2)c1C(=O)Cn1cc([N+](=O)[O-])nc1C
 : -12	nt
Cc1ccnc(Nc2nc(-c3c(C)nc4ccccn34)cs2)c1
 : -7	62*
Cc1ccc(CCC(=O)Nc2ncc(Cc3ccc(F)cc3)s2)o1
 : -2	1
Cc1ccc(NC(=O)c2cccc(C(=O)Nc3ccc(C)cc3)n2)cc1
 : -3	4
Cc1ccc(C)n1CCn1c(C)ccc1C
 : -5	nt
CC1CCc2cc(F)cc3c(O)c(C(=O)NCCCN4CCOCC4)c(=O)n1c23 (centres undefined)
 : -80	27
O=C(NC1CC2CC1CN2C(=O)Cc1c(F)cccc1Cl)c1cccs1 (centres undefined)
 : 2	5
CSc1nn(CSc2c(Cl)cccc2Cl)c(=S)s1
 : 2	nt
CCCCOc1ccc(C(=O)Nc2sccc2C(N)=O)cc1
 : 2	8

Continuation.
Results follow in this order: Pf apPOL inh	mHTT CaM bind
O=C1CCC[C@H]2C[C@H](NCc3ccc(F)cc3)CC[C@]23CCCN13
 : -7	-6
COc1cccc(-c2nc(C=Nc3cccc(Cl)c3)c(O)o2)c1
 : -4	21
CCOc1ccc2cc(C=O)c(=O)[nH]c2c1
 : 3	1
CCC(C)NC(=O)N1CCc2c(c(-c3nc(-c4ccc(F)cc4)no3)nn2C)C1 (centres undefined)
 : -2	-8
COc1cccc(NC(=O)N2CCC(n3c(-c4ccoc4)nc4cccnc43)C2)c1 (centres undefined)
 : 0	33
CCOc1ccccc1OCCN1CCN(Cc2ccccc2)CC1
 : -8	-2
O=C(Cn1c(=O)n(-c2ccccc2)c2ncccc21)NC1CC1
 : 0	-3
Cc1c(-c2ccccc2)c(=O)oc2ccc(OC(=O)c3cccc([N+](=O)[O-])c3)cc12
 : -4	8
Cc1cc(I)ccc1-n1[nH]c(C(F)(F)F)cc1=O
 : 5	0
Cc1cc(N2C(=O)CSC2c2cccc(F)c2)ccc1Br (centres undefined)
 : -2	-21
CC(C)Oc1ccc(C(=O)Nc2ccc(-c3nc4ncccc4o3)cc2)cc1
 : 0	4
C1CCCCCC2(CCCCC1)OCC(CN1CCCC1)O2 (centres undefined)
 : -3	6
CC(=O)NCC(=O)N1CCCC(c2cc(-c3ccccc3)n[nH]2)C1 (centres undefined)
 : -2	2
CCC(=O)Oc1ccc2c(-c3cc4ccccc4oc3=O)cc(=O)oc2c1
 : -3	6
C=C(C)COc1ccc2c(c1C)OC(=Cc1ccco1)C2=O
 : 19	25

(cont.)
Results follow in this order: Pf apPOL inh	mHTT CaM bind
Cc1cccc(C(C)C)c1NC(=O)c1ccc(F)cc1
 : -2	-1
O=C1Nc2ccccc2C(=O)N2CCCC12 (centres undefined)
 : -11&-8	-7
O=[N+]([O-])c1ccc(S(=O)(=O)Nc2ccc3c(c2)OCCO3)cc1
 : -11	17
COc1ccc([N+](=O)[O-])cc1CSc1nnc(N)s1
 : 1	1
O=C1NC(c2ccc(Cl)cc2)Nc2sc3c(c21)CCCC3 (centres undefined)
 : -3	49
COc1cccc(C2C(C(=O)Nc3ccc(Cl)cc3)=C(C)Nc3nnnn32)c1OC (centres undefined)
 : 1	39
O=C(Nc1ccc([N+](=O)[O-])cn1)c1ccc(Br)o1
 : -10	3
C=C(C)CN(CC)Cc1cc([N+](=O)[O-])ccc1O
 : 1	-3
COc1ccc(NC(N)=Nc2nc(C)cc(C)n2)cc1OC
 : -10	-4
O=C(CC1COc2ccccc2NC1=O)Nc1ccc(C(F)(F)F)cc1 (centres undefined)
 : -1	-7
O=C(Nc1ccc(N2CCCC2)cc1)c1ccccc1I
 : -8	48
Cc1ccccc1-c1nc(C)c(C(=O)NC2CC2)s1
 : -6	-2
COc1ccc(OC)c(-n2c(CCC(=O)O)ccc2-c2ccc(F)cc2)c1
 : 7	23
O=C(CCn1c(=O)c2sccc2n(Cc2cccc(Cl)c2)c1=O)NCc1ccccc1
 : -1	-2
COc1cc(C=Nc2ccc3nc(-c4ccccc4)[nH]c3c2)c(O)c([N+](=O)[O-])c1
 : -5	23

(next part)
Results follow in this order: Pf apPOL inh	mHTT CaM bind
COC(=O)CCC(=O)Nc1ccc(S(N)(=O)=O)cc1
 : -4	-4
O=C(NCc1ccc(C(F)(F)F)cc1)c1cn2c(n1)CCCC2
 : -11	7
O=C1OC(C(=O)Nc2ccc(C(F)(F)F)cc2)Cc2ccccc21 (centres undefined)
 : -11	-4
CCn1c(=O)c(NCc2ccc(OC(C)C)cc2)nc2ccncc21
 : -1	0
COc1ccc(N2CCN(CC(O)COC3CC(C)CCC3C(C)C)CC2)cc1 (centres undefined)
 : 0	62*
O=C(Nc1ccccc1C(F)(F)F)N1CCN(c2nc3ccccc3[nH]2)CC1
 : -8	-12
O=[N+]([O-])c1cccc(C=Nc2ccc3nc(-c4ccccc4)[nH]c3c2)c1
 : 12	45
COc1ccc(Cl)cc1C1=N/C(=C/c2ccc(OC)c(OC)c2OC)C(=O)O1
 : -8	2
Cc1c(NC(=O)CSc2nc(-c3ccccc3)cs2)c(=O)n(-c2ccccc2)n1C
 : -6	3
O=C(CCC1NC(=O)c2ccccc2NC1=O)Nc1ccc2c(c1)OCCO2 (centres undefined)
 : -7	-14
CN(C)c1ccc(SC#N)cc1
 : -4	nt
O=C(Cc1ccccc1Cl)NCCOc1cc(N2CCCCC2)ncn1
 : -9	-13
Cc1ccc(CN2CCN(C3CCN(C(=O)Nc4ccc(F)cc4)CC3)C2=O)cc1
 : 1	7
CCOC(=O)NN(C(=O)OCC)c1c(C)c(C)c(C)c(C)c1C
 : 0	nt
Cn1c(=O)c2c(nc(Oc3cccc(/C=N/O)c3)n2Cc2ccccc2Cl)n(C)c1=O
 : -3	i

Later entries.
Results follow in this order: Pf apPOL inh	mHTT CaM bind
CC(C)Oc1ccc(-c2nc3s/c(=C\c4ccc(F)cc4)c(=O)n3n2)cc1
 : 3	-1
Cc1ccc(-n2nc3ccc(N)cc3n2)cc1C
 : -2	-4
O=C(Oc1ccc2c(c1)OC(=Cc1cccnc1)C2=O)c1ccccc1
 : -7	26
OCCCc1nc2n(n1)C(c1cccc(Br)c1)C=C(c1cccs1)N2 (centres undefined)
 : -5	25
CCOc1ccccc1N1C(=O)c2c(C)nc3ccccc3c2C1=O
 : -1	-5
CN(C)CCN(Cc1cccs1)c1ccccn1
 : 10	nt
Cc1ccc(Cl)cc1S(=O)(=O)NCc1ccsc1
 : -4	-18
C=C(C)COc1ccc2c(c1)OC(=Cc1ccccc1OC)C2=O
 : -4	-16
COc1ccccc1C1SCCN1S(=O)(=O)c1ccc(C)cc1C (centres undefined)
 : 3	-32
CCOc1cc(/C=C(\C#N)c2nc3ccccc3[nH]2)cc(I)c1O
 : 0&0	88*
COC(=O)c1sc(-c2cccs2)cc1NC(=O)c1ccc(C)cc1
 : -9&-5	nt
COc1ccc(CC(=O)Nc2nnc(-c3ccno3)o2)cc1C
 : 12	36
CCN1CCN(C(=O)c2ccc(CS(=O)(=O)Cc3ccccc3Cl)o2)CC1
 : -15	0
Cc1cccc(-c2nc(Cn3ccnc3C)no2)c1
 : -1	-7
Cc1ccc(CNC(=O)C2c3ccccc3CCN2C(=O)C2CC2)cc1 (centres undefined)
 : -5	1

Some values from above:
mHTT CaM bind with Cc1ccc(-n2nc3ccc(N)cc3n2)cc1C stands at -4
Pf apPOL inh with C=C(C)COc1ccc2c(c1)OC(=Cc1ccccc1OC)C2=O stands at -4
mHTT CaM bind with COc1ccccc1C1SCCN1S(=O)(=O)c1ccc(C)cc1C (centres undefined) stands at -32
Pf apPOL inh with CCN1CCN(C(=O)c2ccc(CS(=O)(=O)Cc3ccccc3Cl)o2)CC1 stands at -15
mHTT CaM bind with CCOc1cc(/C=C(\C#N)c2nc3ccccc3[nH]2)cc(I)c1O stands at 88*

Rewritten as tab-separated lines: part of the list above.
Molecule	Pf apPOL inh	mHTT CaM bind
Cc1ccc(-n2nc3ccc(N)cc3n2)cc1C	-2	-4
CCOc1ccccc1N1C(=O)c2c(C)nc3ccccc3c2C1=O	-1	-5
Cc1cccc(-c2nc(Cn3ccnc3C)no2)c1	-1	-7

(continued)
Results follow in this order: Pf apPOL inh	mHTT CaM bind
Cn1c(OCc2cccnc2)nc2c1c(=O)n(Cc1ccc(Cl)cc1)c(=O)n2C
 : -5	0
CCc1cc(C2CCCN2C(=O)Nc2cc(OC)cc(OC)c2)on1 (centres undefined)
 : -1	-7
CCOC(=O)c1ccccc1NC(=O)N1CCc2nc[nH]c2C1
 : -4	13
CCSc1nnc(-c2nn(C)c3c2CN(C(=O)CC)CC3)n1C
 : -3	-6
Nc1nc2n(n1)C(c1cccc([N+](=O)[O-])c1)CC(=O)N2 (centres undefined)
 : 5	13
Cn1c(=S)n(CCSc2nc3ccccc3n2C2CCCCC2)c2ccccc21
 : nt	-14
COc1c(C(=O)NC(C)c2ccccc2)sc2ccc(F)cc12 (centres undefined)
 : -2	-3
Cc1cc(C(=O)Nc2nnc(-c3ccccc3)s2)c(C)o1
 : 4	-2
CSc1ccccc1C(=O)NCC1CCN(C(=O)NC(C)(C)C)CC1
 : -3	-14
COc1ccccc1OCC(O)CNCc1ccc2c(c1)OCO2 (centres undefined)
 : -8&4	nt
COc1ccc(NS(=O)(=O)c2ccc(NC(=O)c3cccc([N+](=O)[O-])c3)cc2)cc1
 : -37	21
CCOc1ccccc1C(=O)Nc1sc(C)c(CC)c1C(N)=O
 : 1	-3
O=C(NCCCn1ncccc1=O)c1ccc2nsnc2c1
 : -5	-15
CCOc1ccc(C(=O)Nc2nnc(CC)s2)cc1Br
 : -2	6
Cc1c(N2C(=O)c3ccccc3C2=O)c(=O)n(-c2ccccc2)n1C
 : -6	1

Later entries:
Results follow in this order: Pf apPOL inh	mHTT CaM bind
COc1cc(O)c(C(CC(=O)N2CCN(c3ccccc3)CC2)c2ccc3c(c2)OCO3)c(OC)c1 (centres undefined)
 : 0	62*
N#Cc1ccc(C(=O)NC2CC(=O)N(Cc3ccccc3)C2)cc1 (centres undefined)
 : 0	2
O=S1(=O)CC(Cl)C(S(=O)(=O)c2ccccc2)C1 (centres undefined)
 : -2	-7
CCOc1ccc2nc(N3CCCCCC3)sc2c1
 : 0	-10
Oc1ccc(CCc2n[nH]c(=S)n2-c2cc(C(F)(F)F)cc(C(F)(F)F)c2)cc1
 : -5&-4	nt
CCC(=O)N1CCc2sc(S(=O)(=O)NCc3ccc(C)c(C)c3)cc2C1
 : -5	20
CC(C)(C)C(=O)N1CCCC(COc2ccc(C(=O)N3CCCC3)cc2)C1 (centres undefined)
 : 7	3
CC(=O)c1csc2ccccc12
 : -4&-3	nt
CCOc1cc(C)c2c(=O)c(Oc3ccccc3)c(C(F)(F)F)oc2c1
 : -1&-2	-1&-6
CC(O)(CNC(=O)Cn1c(=O)oc2ccccc21)C1CC1 (centres undefined)
 : 0	-11
Cc1ccc(NC(=O)c2cc(C)n3nc(C)cc3n2)cc1
 : 2	1
COc1ccc(CNC(=O)CN(c2ccc(I)cc2)S(C)(=O)=O)cc1
 : 0	-4
CCOC(=O)Cc1csc(NC(=O)C2CCN(c3cc(-n4ccnc4)ncn3)CC2)n1
 : -9	-10
FC(F)(F)c1ccncc1-c1noc(-c2ccccc2)n1
 : -9	nt
Cc1ccccc1NC(=O)N1CCC(n2cnc3cc(F)ccc3c2=O)CC1
 : -1	-12

Next structures follow:
Results follow in this order: Pf apPOL inh	mHTT CaM bind
Cc1nc2cc(-c3noc(-c4ccc(N(C)C)cc4)n3)ccc2o1
 : -1	-4
COc1ccc(N=C(N)N=C(N)N)cc1
 : -7	nt
Nc1nc(Cn2nnc(-c3ccc(F)cc3)n2)nc(N2CCOCC2)n1
 : -3	10
O=C(NCCc1ccccc1)N1CCCC1c1nc(-c2cccc(Cl)c2)no1 (centres undefined)
 : -3	61*
CC(=O)NCc1csc(C2CCN(S(=O)(=O)c3ccc(F)cc3F)CC2)n1
 : 0	-1
O=C1CCC(=O)N1c1ccccc1[N+](=O)[O-]
 : -3	5
Cc1cc(Br)ccc1NC(=O)C(F)(F)F
 : -3	-6
O=C(CCC1CCCC1)N1CCN(S(=O)(=O)c2ccc([N+](=O)[O-])cc2)CC1
 : -8	0
CN(C(=O)c1ccc(OC(F)(F)F)cc1)C1CCCCC1
 : -5&-18	nt
CCOc1ccccc1NC(=O)CNC(=O)c1nn(-c2ccc(OC)cc2)c(=O)c2ccccc12
 : 0	3
Cc1nc(CC(=O)Nc2ccc(Cl)cc2F)cs1
 : -2	-1
O=C(Nc1ccccc1F)c1ccc(CN2CCc3ccccc3C2)cc1
 : 4	8
Cc1ccc(/C=c2\sc3nc(=O)c(Cc4ccccc4)nn3c2=O)o1
 : 3	7
O=C(Nc1ccccc1[N+](=O)[O-])c1cccc(S(=O)(=O)N2CCCCC2)c1
 : -8	4
COc1ccc(N2C(=O)C3C4C=CC(C4)C3(C(F)(F)F)C2=O)cc1 (centres undefined)
 : -12	-9

Later entries:
Results follow in this order: Pf apPOL inh	mHTT CaM bind
CCN1CCN(C(=O)C2CCN(c3nc4ccc(-c5ccncc5)nc4s3)CC2)CC1
 : -1	13
Cc1nc(N2CCC(C(=O)NCc3cc(F)cc(F)c3)CC2)c2c(C)scc2n1
 : -6	2
O=C(NCc1cccc(Cl)c1)c1cnc2n(c1=O)CCS2
 : -3	0
CCn1c(C2CCN(C(=O)Nc3ccsc3C(=O)OC)C2)nc2cccnc21 (centres undefined)
 : -1	3
CCn1c(SCC(=O)Nc2cccc(Cl)c2C)nc2ccccc2c1=O
 : -6	26
COc1ccccc1CCNC(=O)C1CCN(c2nccc(C)n2)CC1
 : 3	5
COCC(C)NC(=O)/C=C/c1ccc2c(c1)OCO2 (centres undefined)
 : -4	-2
CC1(C)CC(=O)C2=C(C1)Nc1ccccc1NC2/C(Br)=C/c1ccccc1 (centres undefined)
 : -6	29
